Source: PubChem BioAssay (several laboratories)
Kir21 inh – Kir2.1 (mouse) channel inhibition; P35561; HEK293-Kir2.1, FluxOR thallium flux fluorescence; active compounds read low; B-score at 10 µM; 0.85% of 310,000 active; AID 1672;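 active = fluorescence ratio B-score at or below minus 3 SD of library scores, with starting-brightness B-score within 2 SD, cut at about -4.2 in these data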;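 note: channel flux triggered by added potassium and thallium sulfate stimulus; B-score of peak minus minimum fluorescence over baseline after thallium stimulus; more negative B-score means stronger Kir2.1 block with less thallium influx; some compounds called inactive have numbers as strong as hits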
Target sequence (P35561 whole entry, looked up): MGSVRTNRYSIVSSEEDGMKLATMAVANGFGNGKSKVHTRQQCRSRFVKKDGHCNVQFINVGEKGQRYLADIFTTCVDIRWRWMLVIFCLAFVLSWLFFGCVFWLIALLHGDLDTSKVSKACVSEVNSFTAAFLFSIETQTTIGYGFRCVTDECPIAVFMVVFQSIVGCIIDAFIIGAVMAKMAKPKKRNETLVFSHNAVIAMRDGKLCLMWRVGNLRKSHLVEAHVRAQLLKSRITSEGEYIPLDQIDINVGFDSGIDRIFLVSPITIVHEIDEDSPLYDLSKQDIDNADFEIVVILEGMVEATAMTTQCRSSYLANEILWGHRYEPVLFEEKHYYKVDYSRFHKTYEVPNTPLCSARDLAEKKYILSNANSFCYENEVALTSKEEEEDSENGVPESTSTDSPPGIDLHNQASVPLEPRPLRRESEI
STK33 inh – blocks human STK33 kinase activity; 0.073% of 320,000 active; inhibition, % at 10 µM; purified STK33, MBP phosphorylation, ADP-Glo luminescence; Q9BYT3;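 active = inhibition at or above 25%, using the most active replicate where run in duplicate; inactive = inhibition below 25%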
Target sequence (Q9BYT3 whole entry, looked up): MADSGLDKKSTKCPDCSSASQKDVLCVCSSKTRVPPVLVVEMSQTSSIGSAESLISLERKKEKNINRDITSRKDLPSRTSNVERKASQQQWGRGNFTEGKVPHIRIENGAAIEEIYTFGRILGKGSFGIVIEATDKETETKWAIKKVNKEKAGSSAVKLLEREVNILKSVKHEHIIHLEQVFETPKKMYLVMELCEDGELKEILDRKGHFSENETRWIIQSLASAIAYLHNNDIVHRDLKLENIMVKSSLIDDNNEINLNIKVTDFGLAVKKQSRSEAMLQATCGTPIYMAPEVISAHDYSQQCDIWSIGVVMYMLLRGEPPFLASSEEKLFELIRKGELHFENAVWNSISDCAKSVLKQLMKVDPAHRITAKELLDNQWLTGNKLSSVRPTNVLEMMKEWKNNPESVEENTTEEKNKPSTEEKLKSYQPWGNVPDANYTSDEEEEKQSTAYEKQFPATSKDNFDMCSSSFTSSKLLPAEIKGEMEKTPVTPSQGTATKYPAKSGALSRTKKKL
* hit, by the source's call; · = no result given.

SMILES | Kir21 inh | STK33 inh
COc1ccc(OC2C(=O)N(c3cc(C)ccc3C)C2c2ccc(OC)c(OC)c2)cc1 (stereo not given) | -1.1 | 1.0
CC1=C(C(=O)Nc2ccc(Cl)cc2)C(c2ccncc2)C(C#N)=C(SCC(N)=O)N1 (stereo not given) | 0.58 | 0.4
CCOc1ccc(CNC(=O)C2CCN(S(=O)(=O)CC)CC2)cc1OC | -0.08 | -1.2
CCC(=O)NCCc1c[nH]c2ccccc12 | 0.15 | 0.2
COc1ccc(CCNC(=O)C(NS(=O)(=O)c2ccc3c(c2)CCN3C(C)=O)C(C)C)cc1OC (stereo not given) | 0.68 | -1.2
CNc1oc(C)nc1S(=O)(=O)c1ccc(C)cc1 | 0.91 | 0.6
CC(C)NC(=O)c1cc(-c2ccco2)nn1-c1ccc(Cl)cc1 | -1.4 | 0.0
Cc1cc(Nc2cccc([N+](=O)[O-])c2)c2ccccc2n1 | -1.4 | -0.5
COc1ccc(OCc2cc(/C=N\NC(=O)c3ccccc3)ccc2OC)cc1 | 0.65 | -0.4
CCCCNC(=O)C(CC)Sc1nc2sc(C(=O)OC)c(C)c2c(=O)n1N (stereo not given) | 1.1 | 0.1
O=C(O)C1=C[C@H](c2ccc(C(F)(F)F)cc2)C[C@H](OCc2ccc(CO)cc2)O1 | -0.23 | 0.1
CCOc1ccc(N2C(=O)CC(N(CCc3ccc(OC)cc3)C(=O)c3cccc(F)c3)C2=O)cc1 (stereo not given) | 0.39 | 0.9
Cc1ccc(N2CC(C(=O)Nc3cccc(F)c3)CC2=O)cc1 (stereo not given) | 0.86 | 0.7
C=CCn1c(SCC(=O)NC2CCCCC2)nc2ccccc2c1=O | -2.3 | -1.7
Cc1cc(C)c(C)c(S(=O)(=O)N2CCN(c3ccc(O)cc3)CC2)c1C | -1.9 | -1.3

The closing three entries of the section before lead into the next:
SMILES | Kir21 inh | STK33 inh
Cc1ccc(N2CC(C(=O)Nc3cccc(F)c3)CC2=O)cc1 (stereo not given) | 0.86 | 0.7
C=CCn1c(SCC(=O)NC2CCCCC2)nc2ccccc2c1=O | -2.3 | -1.7
Cc1cc(C)c(C)c(S(=O)(=O)N2CCN(c3ccc(O)cc3)CC2)c1C | -1.9 | -1.3
CC(C)(CO)CNC1CCCN(C2Cc3ccccc3C2)C1 (stereo not given) | 0.17 | -0.2
NC(=O)SC/C(=N\S(=O)(=O)c1ccccc1)Nc1ccccc1 | · | -0.9
C=CCn1c(SC(F)F)nc2scc(-c3ccco3)c2c1=O | -2.1 | -0.7
CCOC(=O)CCc1c(C)c(C#N)c2nc3ccccc3n2c1-n1ccnc1 | -1.2 | -0.3
O=C(COc1cccnc1[N+](=O)[O-])NCc1ccccc1 | 0.63 | 0.1
COc1ccc(NC(=O)c2cnn(-c3ccccc3)c2C)cc1 | -2 | 1.7
C/C(=N\NC(=O)c1cccnc1)c1ccc(C)c([N+](=O)[O-])c1 | -1.1 | ·
CCCC[C@H](CN(N=O)[C@@H](Cc1ccccc1)CN(C)N=O)N(CCc1ccccc1)N=O | 0 | -1.4
O=C(CNC(=O)C(c1ccccc1)c1ccccc1)OCC(=O)c1cccs1 | -0.26 | ·
CCOc1ccccc1NC(=O)CCN1CCN(S(=O)(=O)c2ccc(OC)cc2)CC1 | -0.02 | -0.6
COC(=O)c1ccc(CS(=O)(=O)c2ccc(C)cc2)o1 | 0.22 | -0.3
COc1ccc(/C(N)=C/C(=O)C(C)(C)C)cc1 | 0.77 | 0.8
CCCCNc1nc(NC)nc(Cl)c1SC | 0.64 | -0.2
O=C(O)C1CCN(C(=O)c2scc3c2OCCO3)CC1 | 1.5 | -0.3
Cc1cccc(-n2nnnc2SCC(=O)NCC2(N3CCOCC3)CCCCC2)c1C | · | -0.6
Cc1ccc(NS(=O)(=O)c2cc(C(=O)OCC(=O)NCC3CCCO3)ccc2C)cc1 (stereo not given) | -0.18 | -3.2
COn1cnnc1-c1ccccc1 | -0.34 | 0.6
COc1ccccc1NC(=O)CSc1nnc(CNC(=O)c2ccco2)n1C | -0.68 | -0.7
CCOC(=O)C1CCN(Cc2cc(=O)oc3cc(C)c(Cl)cc23)CC1 | 0.43 | -1.0
CCN(CC)CCN(C(=O)CCS(=O)(=O)c1ccccc1)c1nc2c(C)cc(C)cc2s1 | 0.35 | -0.8
CC1=Nc2cccc3cccc(c23)N1C | 0.86 | -1.0
COc1ccc(CCNC(=O)c2c(O)c3cccc4c3n(c2=O)CC4)cc1 | 0.08 | -0.3
Cc1nc(C)c(C(=O)N(c2ccc(C)c(C)c2)C(C(=O)NCc2ccco2)c2ccccc2)s1 (stereo not given) | 3.2 | -3.2
O=C(CCNC(=O)c1ccc([N+](=O)[O-])cc1)NCc1cccs1 | · | -0.5
CCOc1ccccc1Nc1nc(-c2sc(NC(=O)c3ccc([N+](=O)[O-])cc3)nc2C)cs1 | 1.5 | 0.6
COC(=O)CNC(=O)/C=C/c1ccc(OC)cc1 | 1.3 | -2.2
CCC(NC(=S)NCc1ccc(F)cc1)c1ccc(C(C)C)cc1 (stereo not given) | 0.12 | -1.0
CCc1n[nH]c(=S)n1/N=C/c1c[nH]c2ccc(Br)cc12 | 1.9 | -1.0
COc1ccc(OC)c(Nc2nc(-c3sc(N)nc3C)cs2)c1 | 0.1 | 0.7
CN(C(=O)COc1ccc(Cl)cc1Cl)C1(C)CCS(=O)(=O)C1 (stereo not given) | 2 | -0.6

Complete entries as entered above. Order of screens: Kir21 inh	STK33 inh
Profile of COn1cnnc1-c1ccccc1 : -0.34	0.6
Profile of O=C(CCNC(=O)c1ccc([N+](=O)[O-])cc1)NCc1cccs1 : ·	-0.5
Profile of Cc1nc(C)c(C(=O)N(c2ccc(C)c(C)c2)C(C(=O)NCc2ccco2)c2ccccc2)s1 (stereo not given) : 3.2	-3.2
Profile of Cc1ccc(NS(=O)(=O)c2cc(C(=O)OCC(=O)NCC3CCCO3)ccc2C)cc1 (stereo not given) : -0.18	-3.2
Profile of CCOc1ccccc1Nc1nc(-c2sc(NC(=O)c3ccc([N+](=O)[O-])cc3)nc2C)cs1 : 1.5	0.6

Further compounds follow.
SMILES | Kir21 inh | STK33 inh
Cc1cc(C)n(/N=C/c2cccc(O)c2)c(=O)c1C(N)=O | 1.3 | -0.6
Cc1ccc(NC(=O)c2ccc(Cl)nc2)cc1 | -0.39 | -0.6
Cc1cccc(N(C(=O)Cn2nnc(-c3ccc(C)o3)n2)C(C(=O)NC2CCCC2)c2ccncc2)c1 (stereo not given) | -2.6 | -1.1
O=c1cc(N2CCC(Cc3ccccc3)CC2)[nH]c(=O)n1C1CCCCC1 | 0.8 | 0.1
O=C(O)CC/C(=N/NC(=O)c1cccs1)c1ccccc1 | 1.2 | 0.5
CCN1C(=O)CCC(C(=O)O)C1c1ccc(OC)cc1 (stereo not given) | 0.22 | -0.9
Cc1ccc(C(=O)C2CCN(CC(=O)Nc3nc(C)cs3)CC2)cc1 | -1 | 7.2
O=C(O)c1cc2cc(Oc3ccccc3)ccc2[nH]1 | 1.8 | -3.1
O=C(NCCNC(=O)c1ccccn1)c1ccccc1 | -0.75 | 3.5
Clc1ccc(-c2ncc3ccccn23)cc1 | 0 | -0.8
Cc1nc(/C(=N/O)C(N)=O)cs1 | -0.9 | -0.8
Cc1c(C)n(C)c2ccc([N+](=O)[O-])cc12 | -1.8 | -1.6
S=c1[nH]c2ccccc2n2cccc12 | 1.1 | 3.0
Cc1ccc(NC(=O)CN(c2ccccc2)S(=O)(=O)N(C)C)cc1C | -0.34 | -0.6
CC(C)(C)OC(=O)N1CCC(c2c(C(=O)N3CCN(C(=O)c4ccco4)CC3)cnn2-c2cccc(Cl)c2)CC1 | -0.82 | 1.0
COCCc1nc2ccc(C(=O)N(C)Cc3cccc(-n4nc(C)cc4C)c3)cc2o1 | -2 | 1.3
CCS(=O)(=O)c1ccc(O)c(NC(=O)c2cc(-c3ccccn3)nc3ccccc23)c1 | · | -2.0
Cc1ccc(NC(=O)Nc2cccn(Cc3c(F)cccc3Cl)c2=O)cc1 | 0.29 | -1.3
Cc1ccc(C(=O)n2ncn(C)c2=S)cc1 | -3 | ·
Cc1cc(C)n(C(=O)CNC(=O)c2ccc3c(c2)OCCO3)n1 | 0.6 | -0.2
CC1(C)C(=O)Nc2ccccc2N1C(=O)COc1ncnc2c(Cl)cc(Cl)cc12 | -0.58 | 0.6
CCCNC(=O)COc1cccc(C(=O)NCc2ccccc2)c1 | -0.87 | -1.1
COc1ccc(C(CNC(=O)CNC(=O)c2cccc(C)c2)N2CCOCC2)cc1 (stereo not given) | · | -0.8
O=C(Nc1cccc([N+](=O)[O-])c1)c1[nH]ncc1Cl | 1.3 | 1.0
CC(C)(C)c1ccc2c(c1)OC(C(=O)N/N=C\c1ccccn1)CO2 (stereo not given) | -0.02 | 0.2
N/C(=N\NC(=O)c1ccccc1)c1cc2ccccc2oc1=O | -0.29 | -1.8
COc1ccc(-c2noc(CN(C)C(=O)c3ccc4c(c3)OCO4)n2)cc1OC | 0.66 | -0.2
O=C(COc1ncnc2ccccc12)NCCCN1CCCC1=O | -1.4 | -2.0
O=C(CN1C(=O)/C(=C\c2ccccc2Cl)Oc2ccccc21)NCc1cccnc1 | -2.1 | -0.9
COc1ccc(S(=O)(=O)n2cnc(C)c2)cc1 | -1.1 | 1.4
CC(C)(C)N1CC(OC(N)=O)C1 | -0.02 | -0.7
CCOC(=O)c1c(-c2ccccc2)csc1NC(=O)CCN1C(=O)c2ccccc2C1=O | -1.8 | -1.1
O=C(c1ccco1)N1N=C(c2ccc3nccnc3c2)CC1c1ccccc1 (stereo not given) | 1.5 | 0.5
COc1ccc(Nc2nc(-c3cccs3)nc3ccccc23)cc1 | 0.45 | 0.2
O=C(CCSc1ccc(Cl)cc1)c1ccco1 | 0.61 | -0.8
O=C(c1cccc(Br)c1)c1coc2ccc(O)cc12 | · | -0.5
Cc1ccc(Nc2ncc3c(n2)CC(C)(C)CC3=O)cc1 | -0.2 | 1.0
Cc1nn(Cc2ccccc2Cl)c(C)c1NC(=O)C1C2CCC(O2)C1C(=O)O (stereo not given) | -1.1 | ·
NNC(=O)C=C1CCN(c2ncc(C(F)(F)F)cc2Cl)CC1 | 1.6 | 0.1
Cc1cc(S(=O)(=O)N2CCOCC2)ccc1OCC(=O)N1CCCCC1 | -0.27 | -0.8
S=C(CN1CCCC1=S)N1CCOCC1 | -1.9 | -0.6
Cc1ccccc1C(=O)Nc1nc(SCc2ccc(Cl)cc2)n[nH]1 | 2.2 | 1.1
CC1CCN(S(=O)(=O)c2ccc3c(c2)N(CC(=O)NCCN2C(C)CCCC2C)C(=O)CS3)CC1 (stereo not given) | -1.6 | -1.9
Cc1ccccc1CN(C)CC(=O)Nc1c(C)cccc1C(C)C | -0.18 | ·
COc1ccc(C(=O)NCC(=O)N/N=C(C)\C=C\c2ccccc2)cc1OC | -0.08 | -0.2
CC(C)CC(NC(=O)CC12CC3CC(CC(C3)C1)C2)C(=O)NC1=NCCS1 (stereo not given) | 0.27 | -0.5
Cc1[nH]c2ccccc2c1NC(=O)CN1CCN(c2cccc(C(F)(F)F)c2)CC1 | · | -0.5
CC[n+]1c(P(=O)([O-])c2ccccc2)[nH]c2ccccc21 | 0.56 | -0.4
CSCC[C@@H](C(=O)NCc1cccs1)N1Cc2ccccc2C1=O | 0.78 | 9.7
CC(C)NC(=O)CSc1c2c(nc3ccccc13)CCCC2 | -1.3 | ·
CCNC(=S)NNc1nc(N2CCCCC2)nc(N2CCOCC2)n1 | -0.73 | 1.8
COc1ccc(S(=O)(=O)N2CCCCC2)cc1NC(=O)Cc1cccs1 | · | -3.2
N#C/C(=C\c1ccc(N2CCCC2)c([N+](=O)[O-])c1)c1nc2ccccc2[nH]1 | -2.6 | -0.5
CCCCN(CCCC)CCCNC(=O)C1CC(c2ccc(C(F)(F)F)cc2)=NO1 (stereo not given) | -1.1 | -1.0
COc1ccc(OC(=O)c2cc(S(=O)(=O)N3CCCC3)ccc2Cl)cc1 | 0.06 | -0.9
COc1cc(CNC2CCCC2)cc(Br)c1OCC(=O)Nc1ccccc1C | 1.4 | 0.6
O=C(CNC(=O)c1cccc(F)c1)NC1CC1 | · | -1.5
COC(=O)c1c(C)oc(C)c1S(=O)(=O)N1CCOCC1 | -0.59 | -2.8
CCOC(=O)C1C(=O)C(C(C)=O)C(=O)CC1CC(C)SCC (stereo not given) | 0.57 | -3.0
CNC(=O)c1ccsc1NC(=O)c1ccc(Cl)s1 | -0.78 | 0.3

5 entries from above, sorted by heavy-atom count, high to low:
SMILES | Kir21 inh | STK33 inh
N#C/C(=C\c1ccc(N2CCCC2)c([N+](=O)[O-])c1)c1nc2ccccc2[nH]1 | -2.6 | -0.5
COc1ccc(OC(=O)c2cc(S(=O)(=O)N3CCCC3)ccc2Cl)cc1 | 0.06 | -0.9
CC[n+]1c(P(=O)([O-])c2ccccc2)[nH]c2ccccc21 | 0.56 | -0.4
CNC(=O)c1ccsc1NC(=O)c1ccc(Cl)s1 | -0.78 | 0.3
O=C(CNC(=O)c1cccc(F)c1)NC1CC1 | · | -1.5

Further structures
SMILES | Kir21 inh | STK33 inh
O=C(Nc1ccc(F)cc1F)C1CCN(S(=O)(=O)c2cccnc2)CC1 | 2.2 | 0.6
COC(=O)C(NC(C)=O)(Nc1ccc(Br)cc1)C(=O)OC | 0.96 | -0.3
CC1CCC(C(C)C)C(=O)/C1=C\c1ccc(NC(=O)CCC(=O)O)cc1 (stereo not given) | -2.5 | -2.7
Cn1c(SCC(=O)NC2CC2)nnc1-c1cccc(NC(=O)c2ccccc2F)c1 | 0.92 | -0.3
Cc1ccc2nc(NS(=O)(=O)c3cn(C)nc3C)sc2c1 | 0.08 | -0.2
Cc1cc(=O)n(C)c(=O)n1CCCCCCOc1cccc([N+](=O)[O-])c1 | 0.03 | ·
CC(C)c1cc(C(=O)Nc2cc(Cl)ccc2O)no1 | -0.35 | -1.2
COc1nc(NC2CCCCC2)nc(N2CCCCCC2)n1 | 1.2 | -0.4
CCn1c(CN2CCN(C(c3ccccc3)c3ccccc3)CC2)nc2c1c(=O)n(C)c(=O)n2C | 0.1 | 0.6
